Source: PubChem BioAssay
B2AR arrestin = recruits beta-arrestin to the human beta2-adrenergic receptor. P07550. beta-arrestin recruitment to beta2AR, cell-based reporter. Potency, µM (highest dose often 46.1 µM), for inactives: at the top dose activation, actives largely listed as activators. hit rate 0.02% among 330,000;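 further: potency means the concentration at half of the fitted maximal effect; 0% = DMSO controls and full agonism = EC100 isoproterenol or metaproterenol; nearly all actives have a fitted effect of over 65% in size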
PKM2 act = increases activity of human pyruvate kinase M2. AID 1631. hit rate 0.34% among 260,000. P14618. purified PKM2, Kinase-Glo ATP luminescence, activation; response scale: 0% is enzyme alone, no compound. Potency, µM (top dose mostly 57.5 µM), inactives show at the top dose activation, most hits filed as activators; further: potency means the concentration at half of the fitted maximal effect; on the % scale 0 is the no-effect control and ±100 the full control effect; nearly all actives have a fitted effect of over 55% in size
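Purified hPK-M2 (>95% pure) converted ADP (0.1 mM final) to ATP with 0.5 mM PEP in 50 mM imidazole pH7.2, KCl, MgCl2, Tween 20, BSA; 1 h at room temperature. ATP detected by Kinase-Glo luminescence.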
GALK inhibitor = inhibitors of human galactokinase. Potency, µM (series often up to 57.5 µM), for the others: at the top dose activity change, negative = inhibition, hits mostly inhibitors. hit rate 0.007% among 270,000. P51570. Purified GALK, Kinase-Glo residual ATP luminescence; further: potency means the concentration at half of the fitted maximal effect; on the % scale 0 is the no-effect control and ±100 the full control effect
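GALK at 5 nM final was combined with compound, 35 uM ATP and 100 uM galactose in HEPES pH8.0 with MgCl2 and DTT. The reaction ran one hour at room temperature before luminescent ATP detection.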
CXXC DNA block = MLL CXXC-DNA interaction inhibition | MLL-CXXC / FITC-HOXA9 DNA fluorescence polarization | Potency, µM (top dose mostly 115 µM), without a hit: at the top dose activity change, negative = inhibition, most hits filed as inhibitors | hit rate 0.037% among 290,000; active means well fitted inhibition curve with a large enough effect in the polarisation, with a control signal flat, not every such curve was filed as active; inconclusive means small, poorly fitted or top-dose-only effect, or effect the other way, or a change in a side signal; inactive means no such curve, though single readings can be large or run the other way; the % refers to the polarisation; further: potency means the concentration at half of the fitted maximal effect
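Purified MLL-CXXC (added from a 7 uM solution) was preincubated 5 min at ambient with pinned compounds in 50 mM Tris-HCl pH 7.5, 50 mM NaCl, 1 mM DTT, 0.05% BSA. Fluorescein-labeled HOX-A9 DNA (50 nM solution) followed, 30 min, then polarization read.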
FBPA coupling cs = inhibits coupling enzyme system, counter-screen for aldolase hits; coupling enzyme system counterscreen, AmpLite Red fluorescence; activity change, negative = inhibition, % at 58.2 µM, hits read low; hit rate 0.67% among 290,000; in the data active means activity change below about -30%; further: on the % scale 0 is the no-effect control and ±100 the full control effect
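Fluorescence at 525 nm excitation and 598 nm emission measured inhibition of the coupled detection system without aldolase. Compounds (at 57.5 uM final) were preincubated 10 min at room temperature with coupling enzyme reagent before a 20 min substrate/AmpLite Red step.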
Menin-MLL TR inh = displaces Texas Red mutant MLL peptide from human menin. hit rate 0.23% among 270,000. O00255. Potency, µM (series often up to 61.6 µM), for the others: at the highest dose FP activity change, negative = inhibition, usual class: inhibitors. Menin + Texas Red MLL mutant peptide, fluorescence polarization; active means well fitted inhibition curve with a large enough effect in the polarisation, with a control signal flat, not every such curve was filed as active; inconclusive means small, poorly fitted or top-dose-only effect, or effect the other way, or a change in a side signal; inactive means no such curve, though single readings can be large or run the other way; the % refers to the polarisation; further: potency means the concentration at half of the fitted maximal effect; % of control where 0% means no effect; many of its hits are not listed in these tables
Giardia killer = Giardia lamblia killing; Giardia lamblia trophozoite viability; activity change, % at 7.66 µM, hits read low; hit rate 0.15% among 340,000; AID 540267; in the data active means activity change below about -80%; inconclusive means between about -30% and that limit;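 further: parasites exposed to compound for two days anaerobically before the ATP read; on the % scale 0 is the no-effect control and ±100 the full control effect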
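Killing of trophozoites was scored by loss of ATP luminescence after a 48 hrs anaerobic exposure to compounds at 37 deg C, using 100 cells per well.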
USP2a block = USP2a (human) protease inhibition | AID 463254 | USP2 core, Ub-CHOP2 coupled fluorogenic reporter, 485/531 | hit rate 0.01% among 330,000 | Potency, µM (doses to about 38.3 µM), without a hit: at the top dose activity change, negative = inhibition, actives largely listed as inhibitors;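 further: potency means the concentration at half of the fitted maximal effect; plate controls were DMSO wells for no effect and full inhibition by NEM control for full effect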
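Deubiquitinase activity read as fluorescence (485/531 nm) after Ub-CHOP2 cleavage activates the enterokinase reporter on its substrate; USP2 core 10nM, Ub-CHOP2 and substrate 25nM each, 30min compound preincubation then 60min RT; data normalized to NEM, curves fitted.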
KCNH2 3.1 inh = blocks the human KCNH2 3.1 channel isoform | U2OS KCNH2 3.1, thallium flux FluxOr; active compounds read low | activity change, % (tested at about 1.8 µM) | hit rate 0.95% among 340,000 | AID 720553;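 active means maximum activity change below -70%; inconclusive means maximum activity change from -70% to -50%; inactive means maximum activity change above -50%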;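 further: thallium influx rate constant from kinetic fluorescence after stimulation buffer; on the % scale 0 is the no-effect control and ±100 the full control effect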
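U2OS cells transduced with KCNH2 3.1 mutant virus (1.77 x 10^8 /mL, 4 h), plated overnight at 37 C, loaded 45 min with FluxOr dye plus Red40 quencher. Thallium flux rate constant from kinetic reads after stimulation buffer, normalised to controls.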
hERG WT inh = inhibitors of human wildtype KCNH2 potassium channel. Q12809. hit rate 0.37% among 340,000. activity change, % at 1.84 µM. U2OS, BacMam KCNH2, thallium flux FluxOr; active compounds read low;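 active means maximum activity change below -70%; inconclusive means maximum activity change between -70% and -50%; inactive means maximum activity change above -50%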; further: on the % scale 0 is the no-effect control and ±100 the full control effect
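U2OS cells transduced with wild-type KCNH2 virus are loaded with FluxOr dye for 45 min, and thallium flux is measured in kinetic reads before and after stimulation buffer. Rate constants are normalized to DMSO controls.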
TRPV1 ag = agonists of human vanilloid receptor 1 (TRPV1); hit rate 0.19% among 320,000; activation, % at 8.33 µM; Q8NER1; TRPV1-expressing cells, Fluo-8 calcium influx, agonist mode; in the data active means activation above about 80%; inconclusive means between about 30% and that limit; further: 0% is about no effect
Target sequence (Q8NER1 whole entry, looked up): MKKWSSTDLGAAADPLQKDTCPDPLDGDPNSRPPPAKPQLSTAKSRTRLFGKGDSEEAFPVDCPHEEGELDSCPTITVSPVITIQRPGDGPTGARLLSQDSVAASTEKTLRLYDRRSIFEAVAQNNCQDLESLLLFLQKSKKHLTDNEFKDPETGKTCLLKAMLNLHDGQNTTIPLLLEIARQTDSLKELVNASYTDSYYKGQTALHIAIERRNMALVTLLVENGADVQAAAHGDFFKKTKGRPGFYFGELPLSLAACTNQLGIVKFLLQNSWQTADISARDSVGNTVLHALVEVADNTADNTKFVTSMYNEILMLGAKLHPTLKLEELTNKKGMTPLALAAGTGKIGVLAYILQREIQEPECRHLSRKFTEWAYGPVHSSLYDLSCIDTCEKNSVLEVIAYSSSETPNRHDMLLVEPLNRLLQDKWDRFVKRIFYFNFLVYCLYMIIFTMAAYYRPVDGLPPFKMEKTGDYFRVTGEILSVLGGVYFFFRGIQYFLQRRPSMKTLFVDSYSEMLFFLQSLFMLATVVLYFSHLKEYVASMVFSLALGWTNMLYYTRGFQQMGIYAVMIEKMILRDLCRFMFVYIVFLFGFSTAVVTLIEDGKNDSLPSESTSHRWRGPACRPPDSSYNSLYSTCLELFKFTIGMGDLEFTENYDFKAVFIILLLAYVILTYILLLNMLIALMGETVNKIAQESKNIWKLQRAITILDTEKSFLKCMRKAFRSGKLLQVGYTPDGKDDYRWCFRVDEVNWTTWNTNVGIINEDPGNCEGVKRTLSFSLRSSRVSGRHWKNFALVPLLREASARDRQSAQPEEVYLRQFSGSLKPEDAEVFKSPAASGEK
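TRPV1-expressing cells were cultured overnight at 35.5C and loaded with Fluo-8 calcium dye for 40 to 90 min at room temperature. After a 10 s baseline, compound was added and calcium influx was read kinetically for 3 min (ex 480/em 520 nm).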
The depositor's hits bear a star; ? = inconclusive; · = no result given; [ ] = dose if it differs, or a comment. Unless noted, the call rests on the fitted dose curve; in most records, active means well fitted curve in the direction sought with a large enough effect; inconclusive means small, poorly fitted or top-dose-only effect, or another doubt; inactive means no such curve, though single readings can be large; an effect the other way counts as inactive or inconclusive. Only part of the results is shown, so the mix of outcomes need not match the whole.

SMILES	B2AR arrestin	PKM2 act	GALK inhibitor	CXXC DNA block	FBPA coupling cs	Menin-MLL TR inh	Giardia killer	USP2a block	KCNH2 3.1 inh	hERG WT inh	TRPV1 ag
COc1cc(C)ccc1OCc1cc(C(=O)N2CCC(c3ccc(F)cc3)C2)no1 (stereo not given)	0.0%	·	-7.4%	6.3%	·	·	-13.6	0.6%	14.0	-7.0	18.4
CN(C)S(=O)(=O)c1ccc(Cl)c(NC(=O)COC(=O)c2cc(-c3ccccc3)nc3ccccc23)c1	-0.2%	-3.3%	0.3%	2.0%	-0.2	?	10.8	-5.4%	-15.2	11.9	-4.2
O=C(C(=O)c1cccnc1)c1cccnc1	0.1%	0.2%	0.7%	11.1%	-1.6	·	-7.6	2.8%	-17.3	-0.4	-5.3
Cc1cc(C)n2nc(C)c(Br)c2n1	0.2%	3.6%	4.5%	4.0%	-2.0	7.9%	8.7	3.4%	17.2	4.7	1.9
C=CCCCCCCCCC(=O)NN	-0.1%	0.8%	-0.4%	0.5%	-0.3	-18.6%	7.9	-0.4%	10.5	3.2	?
CCc1nc(C#N)c(N2CCCCC2)o1	3.4%	-4.9%	1.8%	11.4%	3.5	-3.1%	4.7	0.8%	-3.8	24.7	-2.8
CCSc1nnc2n1C(C)(C)Cc1ccccc1-2	0.1%	-4.6%	-2.9%	3.0%	3.8	-0.2%	3.8	4.3%	-2.4	-6.3	6.1
O=C(CSc1cn[nH]n1)Nc1ccc(O)c(C(=O)O)c1	-0.4%	·	0.8%	8.9%	-0.5	·	-5.2	2.4%	-4.0	-6.6	1.7
COC(C(=O)Nc1ccnn1C1CCN(Cc2ccc(C)o2)CC1)c1ccccc1 (stereo not given)	2.4%	0.4%	-2.9%	-12.2%	·	·	4.3	-8.4%	-1.1	-11.6	-3.2
Cc1nc(SCC(=O)NC(=O)NC(C)(C)C)nc(C)c1C	-0.2%	1.4%	-2.1%	-14.1%	-0.3	·	-4.7	2.0%	-31.7	0.4	2.3
CC(NC(=O)c1cccs1)c1n[nH]c(=S)n1C (stereo not given)	-0.2%	4.5%	2.6%	2.6%	0.9	-9.0%	-12.1	2.4%	7.3	6.9	-0.5
COc1ccc(C2=NS(=O)(=O)N(C)C(C(=O)NC3CCCC3)=C2)cc1OC	-3.1%	5.3%	·	·	-0.8	1.5%	-10.4	0.6%	2.4	-3.4	-2.6
CNC[C@H]1Oc2c(NS(=O)(=O)c3ccc(F)cc3)cccc2C(=O)N([C@H](C)CO)C[C@@H]1C	0.0%	·	·	·	·	·	-10.7	0.3%	-5.8	-2.7	·
CC(NS(=O)(=O)c1cccc(S(=O)(=O)c2ccccc2)c1)C(=O)O (stereo not given)	-1.7%	-6.4%	0.3%	1.9%	12.9	3.2%	-2.7	1.7%	8.0	-3.9	1.1
Cn1c(=O)c2c(n(C)c1=O)=NC1(CCCCC1)N=2	-0.5%	7.1%	-2.5%	3.7%	2.9	5.3%	?	0.0%	8.1	-7.9	-3.3

Continued (2 carried over from the part before).
SMILES	B2AR arrestin	PKM2 act	GALK inhibitor	CXXC DNA block	FBPA coupling cs	Menin-MLL TR inh	Giardia killer	USP2a block	KCNH2 3.1 inh	hERG WT inh	TRPV1 ag
CC(NS(=O)(=O)c1cccc(S(=O)(=O)c2ccccc2)c1)C(=O)O (stereo not given)	-1.7%	-6.4%	0.3%	1.9%	12.9	3.2%	-2.7	1.7%	8.0	-3.9	1.1
Cn1c(=O)c2c(n(C)c1=O)=NC1(CCCCC1)N=2	-0.5%	7.1%	-2.5%	3.7%	2.9	5.3%	?	0.0%	8.1	-7.9	-3.3
O=C(COc1ccc([N+](=O)[O-])cc1)N1CCc2ccccc2C1	-1.2%	-5.1%	1.0%	13.8%	-0.5	3.6%	0.5	-1.0%	0.9	6.4	?
CC1(C)C=C2[C@H]3CC[C@@H]4[C@@]5(C)CCC(=O)C(C)(C)[C@@H]5CC[C@@]4(C)[C@]3(C)CC[C@@]2(C(=O)O)CC1	-0.4%	-19.9%	·	-0.4%	-1.1	0.1%	-4.6	-1.5%	-4.5	-21.3	0.7
Cc1ccc(N(CC(=O)NCc2ccco2)C(=O)CCC(=O)Nc2nccs2)cc1C	-0.5%	1.4%	-1.2%	8.2%	-0.4	-7.3%	-6.7	2.7%	-10.3	0.3	12.5
S=c1[nH]nc(COc2ccccc2)n1/N=C/c1ccc(Cl)c(Cl)c1	0.1%	·	1.8%	-3.3%	-0.1	37.8%[activator]	0.0	-6.0%	5.9	-0.7	?
CC(C(=O)NN)c1ccc([N+](=O)[O-])cc1 (stereo not given)	-0.3%	2.8%	2.3%	-7.7%	3.1	-1.9%	33.8[activator]	0.4%	0.0	-9.9	26.6
COc1ccc(S(=O)(=O)NCC(=O)N(CC(=O)NC(C)(C)C)Cc2cccs2)cc1	0.2%	-7.1%	4.4%	0.4%	2.1	0.4%	8.5	-3.6%	2.6	1.1	2.9
O=S(=O)(NC1=NCCC1)c1ccc(F)cc1	-0.6%	-3.1%	2.4%	5.4%	0.5	10.8%	8.7	1.3%	0.9	4.2	-1.7
COc1ccc(S(=O)(=O)N(C)CC(=O)Nc2cccc(C(C)=O)c2)cc1C	·	0.8%	-0.7%	-1.9%	3.8	2.7%	-2.4	·	-3.0	-6.7	1.3
NNC(=O)CSc1c(-c2ccccc2)c2cc(Cl)ccc2[nH]c1=O	0.4%	·	-2.6%	1.1%	-2.7	?	4.8	-0.2%	-18.3	13.9	8.8
NS(=O)(=O)c1ccc(N/N=C/c2ccc(O)c(O)c2O)c([N+](=O)[O-])c1	0.1%	10.7%	3.6%	?	-46.3*	·	-21.0	-20.8%	20.3	-4.5	1.4
Cc1ccnc(N(C(=O)Nc2ccccc2)C2=NCC(C)(C)S2)c1	-0.2%	-0.3%	9.6%	-4.5%	0.8	·	8.3	-1.7%	1.9	-4.3	2.3
COc1ccc(CNC(=O)C/C(C)=N/NC(=O)COc2ccccc2)cc1	0.0%	-0.1%	0.7%	-4.7%	0.8	-0.7%	-12.4	4.3%	-1.1	6.1	3.6
CC(C)CNS(=O)(=O)c1ccc(CCC(=O)Nc2ccc3c(c2)OCCO3)cc1	0.2%	0.4%	-2.3%	0.1%	-1.2	15.0%	2.1	-1.7%	-3.8	-3.9	-2.6
COc1ccc(-c2nnc(NC(=O)c3ccccc3[N+](=O)[O-])s2)c(OC)c1	-0.5%	-1.0%	·	·	1.2	-12.7%	-13.2	0.6%	-4.8	-6.8	0.1
CCCn1c(SCC(=O)N2c3ccccc3CC2C)nnc1-c1ccco1 (stereo not given)	0.3%	-5.0%	-3.2%	4.3%	-1.1	-6.8%	6.2	-0.5%	-0.5	-7.6	6.7
O=C(CCN1CCN(c2ccccc2)CC1)NNC(=O)c1cccc2ccccc12	-0.5%	-0.8%	2.2%	-2.9%	2.6	-13.1%	-8.9	3.2%	-4.9	2.4	-0.6
CC(=O)c1cccc(NC(=O)CNC(=O)c2sc3ccccc3c2Cl)c1	-0.1%	·	·	·	·	·	5.4	0.2%	6.9	8.0	0.9
CCN(CC(=O)NCc1ccc(F)cc1)C(=O)C(C)Oc1cccc(Cl)c1 (stereo not given)	0.1%	·	·	·	·	·	30.3[activator]	1.1%	-2.5	-18.7	21.5
O=C(CCNC(=O)c1ccc([N+](=O)[O-])cc1)Nc1ccc(F)cc1F	0.1%	·	2.2%	-5.4%	3.7	-11.2%	-11.7	-0.6%	-21.0	4.3	0.9
Cc1ccsc1/C=C1\SC(=S)N(CC2CCCO2)C1=O (stereo not given)	-0.4%	0.8%	-1.4%	-0.3%	2.0	-14.2%	13.8	3.0%	2.0	-7.6	9.7
O=C(NCc1csc2ccc(Cl)cc12)Nc1ccccc1	-0.6%	0.3%	·	16.5%	-0.3	·	6.6	-0.9%	-2.9	2.9	?
Cc1cccc(C(=O)Oc2c(Br)cc(Br)cc2/C=N/NC(=O)c2ccncc2)c1	-0.1%	·	-1.7%	6.1%	0.9	·	11.7	2.7%	0.1	-2.2	-3.4
Cc1ccc(F)c(NC(=O)C2CCCCC2C(=O)O)c1 (stereo not given)	0.4%	-6.1%	2.8%	-5.7%	1.9	-3.7%	-5.7	5.4%	7.2	3.7	-3.9
CC(C)(C)OC(=O)N1CCC(c2c(C(=O)NCC3CCN(C4CCCC4)C3)cnn2-c2ccccc2)CC1 (stereo not given)	0.4%	·	-2.5%	-2.1%	-5.0	-28.4%	4.5	-6.3%	-21.2	21.0	4.4
COc1cc2cc(CCOC(=O)c3ccc(C#N)cc3)oc(=O)c2cc1OC	0.0%	·	·	·	·	·	8.9	5.3%	6.3	-4.8	2.8
